Bioassay records (PubChem BioAssay)
Hep lipid drop = hepatic lipid droplet formation modulation; AID 1656; inhibition, % at 6.5 µM; AML12 mouse hepatocytes, oleate lipid droplets, BODIPY imaging; actives 0.4% (n = 240,000);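 active = lipid droplet intensity inhibited by at least 50%, with more than 500 cells counted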
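System: AML12 hepatocytes (mouse). Probe or stimulus: oleic acid at 100 µM to induce lipid droplet formation. Times: overnight treatment with compound plus oleate. Detection: Image-based BODIPY and DAPI two-channel analysis. Evaluation: percent inhibition of filter-corrected integrated lipid droplet intensity per well.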
T cell modulator = T cell immune modulation candidate; calls only at 7 µM; AID 2052; 2C CD8+ T cell-vesicle binding, flow cytometry; hits give low values; actives 0.068% (n = 330,000);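 active = response, share of CD8 T cells binding vesicles, and their 90th percentile fluorescence all below set limits, cut at about 80% in these data, passing the limit was not always enough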
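material = purified 2C TCR transgenic mouse naive CD8+ T cells | controls = Unloaded micro-vesicles (low), QL9 vesicles with 0.7% DMSO (high) | detection = cytometric PE anti-B7-1 and Alexa647 anti-CD8 signals after 1% paraformaldehyde fixation | incubation = binding step 1.5 h, 37 °C, antibody labelling 20 min, ice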
Hep lipid drop cells 6.5 µM = second read-out of Hep lipid drop, no call of its own (marks repeat the call); cell count; measured here: cell count, cytotoxicity flag;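 cells counted across two imaged fields per well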
T cell modulator vesicle-bound % = also measured in T cell modulator; calls as there; double positive events, %; measured here: CD8+ vesicle-bound cell fraction;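 binding gate set so that unloaded-vesicle control wells show 10% double positive cells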
The depositor's hits bear a star; i = inactive. A portion of the library; count on the stated rates, not on these rows.

SMILES	Hep lipid drop	Hep lipid drop cells 6.5 µM	T cell modulator	T cell modulator vesicle-bound %
CC(C)(CNc1ccc([N+](=O)[O-])cc1Cl)N1CCOCC1	2	758	i	32
CC(C)Cn1c(=O)c2ccccc2n2c(CCC(=O)NCC3CCCO3)nnc12 (stereo unspecified)	3	707	i	50
COc1ccc(OC)c(-c2csc(NC(=O)Cc3ccccc3F)n2)c1	0	741	i	54
CCOC(=O)c1nc(NCc2ccccc2)sc1C	1	759	i	38
COCCNc1nc(SC)nc2sc3c(c12)CCN(C)C3	21	797	i	6
O=C(O)c1cccc(S(=O)(=O)N2CCC(Cc3ccccc3)CC2)c1	-2	814	i	48
CCCCN(C)C(=O)C1CCC(CNS(=O)(=O)c2ccc3c(c2)CC(C)N3C(=O)C2CC2)CC1 (stereo unspecified)	23	656	i	24
CCCc1ccc2oc(C(=O)NCc3nnc(C)o3)c(C)c2c1	4	737	i	3
COc1ccc(NC(=O)CN2C(=O)C(C)Oc3ccc(C)cc32)cc1 (stereo unspecified)	3	755	i	63
Cc1ccc(S(=O)(=O)/N=C(/Nc2ccc(F)cc2F)c2ccc(F)cc2)cc1	10	661	i	30
CN(C(=O)c1ccccc1[N+](=O)[O-])c1ccccc1C(=O)NCc1ccccc1	1	802	i	41
Cc1cc(Cl)c2oc(C(=O)N(C)CCCN3CCOCC3)c(C)c2c1	-4	802	i	13
O=C(O)CCCCCCCCc1cn(CCc2c[nH]c3ccccc23)nn1	-1	798	i	34
CCOC(=O)c1c(C)[nH]c(C)c1S(=O)(=O)N(C)CC(=O)Nc1ccccc1	15	786	i	31
COc1ccc(N2C(=NC(=O)C3CCCCC3)SC3CS(=O)(=O)CC32)c(OC)c1 (stereo unspecified)	11	689	i	9
Cc1ccccc1NC(=O)c1sc(NC(=O)C2CC2)nc1C	19	850	i	14
Cc1ccc(NC2CCCN(C(=O)c3ccnc(Cl)c3)C2)cc1C (stereo unspecified)	0	740	i	51
CCOC(=O)C1CCN(C2CCN(C(=O)c3oc4c(F)cccc4c3C)CC2)CC1	-12	815	i	62
O=C(c1ccc(F)cc1)N1CCN(c2ccccn2)CC1	-32	761	i	63
COc1ccc(CNC(=O)CCC(=O)N2CC(C)Oc3ccccc32)cc1 (stereo unspecified)	-1	732	i	23
CN1C(=O)[C@H]2[C@@H](C3CC3)N3C(=O)CN(Cc4ccccn4)C(=O)[C@@]3(Cc3ccccc3)[C@H]2C1=O	60*	810*	i	18
Cc1cc(C)c(S(=O)(=O)NCCc2cc3ccc(C)c(C)c3[nH]c2=O)c(C)c1	-9	805	i	31
COC1c2ccccc2C(=O)N1CCc1ccc(Cl)cc1 (stereo unspecified)	34	828	i	66
CC1C(=O)N2CCCc3cc(S(=O)(=O)N4CCN(c5ccccc5F)CC4)cc1c32 (stereo unspecified)	-13	712	i	23
COc1ccc(OC)c(Nc2nc(-c3c(C)nc4ncccn34)cs2)c1	15	429	i	16
New compounds follow
SMILES	Hep lipid drop	Hep lipid drop cells 6.5 µM	T cell modulator	T cell modulator vesicle-bound %
CCOc1ccccc1NC(=O)CN(c1ccc(OC)cc1)S(=O)(=O)c1c(C)[nH]c(=O)[nH]c1=O	8	759	i	44
O=C(NCCc1cccc(F)c1)C1CCN(S(=O)(=O)c2ccc(F)cc2)CC1	-16	871	i	8
Cc1ccc(N=C2S/C(=C/c3cccc(OCC(=O)O)c3)C(=O)N2C)cc1C	-4	810	i	61
COc1ccc(NC(=O)c2ccccc2OCc2ccc(F)cc2)c(OC)c1	-7	776	i	34
COC(=O)c1ccccc1NC(=O)C1=CC(c2cccs2)=NS(=O)(=O)N1C	-5	737	i	26
COCc1c(C(=O)N/N=C(\C)c2ccncc2)nnn1-c1nonc1N	-13	819	i	17
COc1cccc(NCc2cc(=O)oc3cc(C)c(O)cc23)c1	-11	808	i	20
CN(C)CCCN(C(=O)c1ccc(S(=O)(=O)N2CCCCCC2)cc1)c1nc2ccc(Br)cc2s1	1	836	i	69
O=C1Nc2ccc(Cl)cc2C(C#CC2CC2)(C(F)(F)F)O1 (stereo unspecified)	-20	783	i	26
CCn1ccc(C(=O)Nc2ncc(C)s2)n1	41	820	i	9
O=S(=O)(NC1CCCCC1N1CCCCC1)c1ccccc1 (stereo unspecified)	21	854	i	58
CC(C)NC(=O)N1CCC(n2nccc2NC(=O)CCOc2ccccc2)CC1	-22	632	i	7
CCn1cc(C(=O)NCc2ccccc2F)c(=O)c2ccc(C)nc21	22	792	i	21
Cc1c(CC(=O)NCC(C)C)c(=O)oc2cc3c(cc12)CCC(C)(C)O3	1	859	i	60
O=C(CCS(=O)(=O)c1ccc(Cl)cc1)Nc1nc(-c2cccnc2)cs1	1	711	i	9
CCOc1ccc(-c2noc(CCCC(=O)NCC3CCCO3)n2)cc1OC (stereo unspecified)	0	854	i	28
CC(=O)c1ccc(NC(=O)CSc2nnc(NC(=O)C3CC3)s2)cc1	6	818	i	36
S=c1[nH]nc(C2CCCCC2)n1/N=C/c1cccc(Cl)c1Cl	3	817	i	47
COc1ccccc1N(C)C(=O)c1cc(S(=O)(=O)N2CCc3ccccc32)cn1C	-22	742	i	36
CC1CCN(S(=O)(=O)c2ccc(C(=O)Nc3nnc(-c4ccco4)o3)cc2)CC1	4	836	i	67
N=c1c(S(=O)(=O)c2ccc(Cl)cc2)cc2c(=O)n3ccccc3nc2n1C1CCCCC1	-7	621	i	33
Cc1ccc(NC(=O)CCNS(=O)(=O)c2ccc3c(c2)CCC(=O)N3)c(Br)c1	3	727	i	25
N#Cc1ccc(CSc2nc(N)cc(=O)[nH]2)cc1	0	800	i	55
O=C(CSc1nnc2c(n1)[nH]c1ccccc12)NCc1ccccc1F	-1	749	i	46
O=C(O)Cn1nnc(-c2ccc(OCc3ccccc3Cl)cc2)n1	-4	400	i	58

Single records, as listed above.
CCn1cc(C(=O)NCc2ccccc2F)c(=O)c2ccc(C)nc21 is entered as Hep lipid drop = 22; Hep lipid drop cells 6.5 µM = 792; T cell modulator = i; T cell modulator vesicle-bound % = 21
COCc1c(C(=O)N/N=C(\C)c2ccncc2)nnn1-c1nonc1N is entered as Hep lipid drop = -13; Hep lipid drop cells 6.5 µM = 819; T cell modulator = i; T cell modulator vesicle-bound % = 17

A second format for 2 compounds above.
Under each structure – Hep lipid drop, Hep lipid drop cells 6.5 µM, T cell modulator, T cell modulator vesicle-bound %
- CCOC(=O)c1c(C)[nH]c(C)c1S(=O)(=O)N(C)CC(=O)Nc1ccccc1
 : 15, 786, i, 31
- CN(C(=O)c1ccccc1[N+](=O)[O-])c1ccccc1C(=O)NCc1ccccc1
 : 1, 802, i, 41

(cont.)
SMILES	Hep lipid drop	Hep lipid drop cells 6.5 µM	T cell modulator	T cell modulator vesicle-bound %
COc1cc(NC(=S)N2CCN(CCO)CC2)cc(OC)c1	2	829	i	65
CCc1c(C2(O)CCCCC2)[nH]c2ccc(C(F)(F)F)cc12	-34	772	i	60
CC1CCCCN1CCCNC(=O)CN1C(=O)CSc2ccc(S(=O)(=O)N3CCOCC3)cc21 (stereo unspecified)	-14	702	i	30
CC(CCN1CCN(c2ccccc2)CC1)c1ccccc1 (stereo unspecified)	-10	815	i	56
CCCOc1ccc(/C=N/NC(=O)c2c(-c3ccccc3)noc2C)cc1OC	-21	663	i	35
COc1cccc2cc(C(=O)C3=C(O)C(=O)N(CCN4CCOCC4)C3c3ccc(C(C)(C)C)cc3)oc12 (stereo unspecified)	16	716	i	9
CCc1cc(=O)oc2cc(C)cc(OC(C)C(=O)NCC(O)c3ccccc3)c12 (stereo unspecified)	1	740	i	50
COc1ccc(/C=C2/C(=O)ON=C2C)cc1Cl	9	821	i	49
Cn1cnc(S(=O)(=O)N2CCN(c3ccccc3)CC2)c1	15	780	i	18
COc1cccc(CNC(=O)C2CCN(c3ncnc4c3nc3n4CCCCC3)CC2)c1	0	708	i	17
CN1C(=O)/C(=C/c2ccc(OCc3cccc(F)c3)cc2)NC1=S	4	788	i	66
Cc1nn(CCCC(=O)NCc2ccc(F)cc2)c(=O)c2nccn12	-9	728	i	22
O=c1[nH]c(C2CCCN(S(=O)(=O)c3ccccc3)C2)nc2c1nnn2Cc1cccc(Cl)c1 (stereo unspecified)	-3	759	i	34
Cc1cc(OC(C)C(=O)N(Cc2cccs2)C2CCS(=O)(=O)C2)ccc1Cl (stereo unspecified)	1	795	i	16
COc1ccc(NC(=O)N2C3CCCC2CC(NC(=O)c2ccccc2)C3)cc1 (stereo unspecified)	-12	838	i	42
CC(C)CCOP(=O)(c1ccc(N(C)C)cc1)C(O)c1c(Cl)cccc1Cl (stereo unspecified)	-2	800	i	8
CN1CCN(C(=O)/C(=C/c2cn(S(=O)(=O)N(C)C)c3ccccc23)NC(=O)c2ccccc2)CC1	-11	714	i	28
COc1ccc(CNC(=O)C2Cc3cc(S(=O)(=O)N4CCCC4)ccc3N2C(C)=O)c(OC)c1 (stereo unspecified)	-21	672	i	63
Cc1ccccc1C(=O)NC(=S)N(CCO)Cc1ccccc1	-1	836	i	51
Cc1c(OCC(=O)N[C@H](C(=O)O)c2ccccc2)ccc2c3c(c(=O)oc12)CCCC3	-2	769	i	32
CN(C)CCN(C(=O)CCS(=O)(=O)c1ccccc1)c1nc2cc3c(cc2s1)OCO3	-10	676	i	70
COc1cc(CCC(=O)OCC(=O)Nc2ccc(C)cc2Cl)cc(OC)c1OC	-6	756	i	26
O=C(CSc1nnc(-c2ccncc2)n1-c1ccccc1)NC1CC1	23	821	i	37
COc1ccc(C)cc1NS(=O)(=O)c1ccc2c(c1)NC(=O)C(C)S2 (stereo unspecified)	-12	793	i	47
COc1ccc(C(CNC(=O)c2cccc(NS(=O)(=O)c3ccccc3)c2)N(C)C)cc1 (stereo unspecified)	-19	678	i	44
(listing goes on)
SMILES	Hep lipid drop	Hep lipid drop cells 6.5 µM	T cell modulator	T cell modulator vesicle-bound %
CCC1CCCCN1CCCNC(=O)C1CCCN(S(=O)(=O)N2CC(C)CC(C)C2)C1 (stereo unspecified)	-59	747	i	13
O=c1[nH]cc(S(=O)(=O)NCc2ccccc2)c(=O)[nH]1	-8	751	i	23
CCCN(CCC)CCNC(=O)C1(O)c2ccccc2NC(=O)N1c1cccc(OC)c1 (stereo unspecified)	-13	411	i	28
CN(C)C(CNC(=O)C1CCN(S(=O)(=O)c2ccc(Cl)cc2)CC1)c1ccccc1 (stereo unspecified)	-7	839	i	62
COc1ccccc1N(CC(=O)NCc1ccccc1)C(=O)CCC(=O)Nc1nccs1	-7	791	i	28
COc1ccc(S(=O)(=O)Nc2cccnc2)cc1OC	4	837	i	62
COc1ccc(CCNC(=O)CCCn2c(=O)c3cccn3c3cccnc32)c(OC)c1	9	744	i	52
CSc1cccc(NC(=O)c2cc(S(=O)(=O)N3CCCCC3)c[nH]2)c1	32	766	i	33
O=C(Nc1ccc(S(=O)(=O)Nc2nccs2)cc1)c1c(F)c(F)c(F)c(F)c1F	4	834	i	60
COc1ccc(N2CCN(c3nccs3)CC2)cc1	-12	831	i	31
COc1ccccc1-n1cnnc1SCC(=O)N1CCOCC1	4	807	i	40
CCOc1ccc2[nH]c3c(NCCO)ncnc3c2c1	-9	892	i	30
COc1ccc(NC(C)=[N+](C)CCNS(=O)(=O)c2ccc(Cl)cc2)cc1	0	840	i	24
COCC(=O)Nc1c(C(=O)Nc2ccc3c(c2)OCO3)oc2ccccc12	-2	726	i	10
Cc1c(C(=O)Nc2ccccc2)sc2ncn(CC(=O)N3CCCCC3)c(=O)c12	8	464	i	7
Cc1cc(=O)oc2cc(OCC(=O)NC3CC(C)(C)NC(C)(C)C3)c(Cl)cc12	5	728	i	17
CCCOc1ccccc1C(=O)N(Cc1ccc(C)o1)C1CCS(=O)(=O)C1 (stereo unspecified)	65*	720*	i	40
Cc1cccc(C)c1OCc1cc(C(=O)N(Cc2nccn2C)C(C)C)no1	-6	838	i	70
O=C(NC1CCCC1)c1cc2ccccc2o1	-42	676	i	11
COC(=O)[C@@H]1Cc2c([nH]c3ccccc23)C2CCC(=O)N21 (stereo partly specified)	1	812	i	33
O=C(NC1CCN(S(=O)(=O)c2ccc(Cl)cc2)CC1)c1cccnc1	-6	633	i	59
Cc1ccc(S(C)=O)cc1-n1c(=O)n(Cc2ccccc2)c(=O)c2[nH]cnc21 (stereo unspecified)	-6	800	i	57
CCOc1ccc(S(=O)(=O)NCc2ccc3c(c2)OCO3)cc1	-10	750	i	12
OCCN1CCOCCOc2ccccc2OCCOCC1	-2	770	i	37

6 entries picked at random from those above, as already listed:
SMILES	Hep lipid drop	Hep lipid drop cells 6.5 µM	T cell modulator	T cell modulator vesicle-bound %
Cc1c(CC(=O)NCC(C)C)c(=O)oc2cc3c(cc12)CCC(C)(C)O3	1	859	i	60
CC1CCN(S(=O)(=O)c2ccc(C(=O)Nc3nnc(-c4ccco4)o3)cc2)CC1	4	836	i	67
COc1ccc(CCNC(=O)CCCn2c(=O)c3cccn3c3cccnc32)c(OC)c1	9	744	i	52
CSc1cccc(NC(=O)c2cc(S(=O)(=O)N3CCCCC3)c[nH]2)c1	32	766	i	33
Cc1cc(C)c(S(=O)(=O)NCCc2cc3ccc(C)c(C)c3[nH]c2=O)c(C)c1	-9	805	i	31
O=C(Nc1ccc(S(=O)(=O)Nc2nccs2)cc1)c1c(F)c(F)c(F)c(F)c1F	4	834	i	60
